# Screens (PubChem)
# Scp1 inh: Scp-1 phosphatase inhibitors, primary screen, biochemical, colorimetric, uHTS. Carboxy-terminal domain RNA polymerase II polypeptide A small phosphatase 1 (Homo …. Recombinant Scp1, phosphopeptide, malachite green phosphate absorbance. inhibition, % at 20 µM. 0.88% of 340,000 active;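 active = inhibition above about 50% at 20 µM, limit read from the data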;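 also: plate controls were DMSO wells with enzyme for no effect and wells lacking enzyme for full effect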
# Target sequence (Q9GZU7 76-261 limits assumed): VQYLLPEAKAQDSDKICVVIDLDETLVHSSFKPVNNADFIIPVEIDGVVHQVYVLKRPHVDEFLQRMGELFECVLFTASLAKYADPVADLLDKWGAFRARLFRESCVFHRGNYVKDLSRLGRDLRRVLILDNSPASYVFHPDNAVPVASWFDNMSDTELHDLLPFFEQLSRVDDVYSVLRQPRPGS
#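 Material – SCP-1 phosphatase catalytic domain, residues 76-261 · Buffer or medium – Acidic Tris acetate buffer with magnesium and detergent · Also added – Phospho 17-mer peptide substrate · Compound – single 20 µM dose, 1% DMSO · Times – 45 min room-temperature reaction, 5 min colour, 30 min stabiliser · Technique – Phosphate-binding colour reagent, absorbance read at 630 nm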
# Rin1-Abl PPI inh: inhibitors of Rin1-Abl protein binding, primary screen, biochemical, TR-FRET | Tyrosine-protein kinase ABL1 (Homo sapiens) + Ras and Rab interactor 1 (Homo sapiens), … | inhibition, % at 7.35 µM | 0.4% of 360,000 active | AID 588664, 2011; in the data active = inhibition above about 5%, passing the limit was not always enough
# * hit, by the source's call; · = no result given. This is a subset; the hit share may differ from the screen's.
1. CC1CCN(c2ccc(S(=O)(=O)Nc3cc(C(=O)O)cc(C(=O)O)c3)cc2[N+](=O)[O-])CC1
2. COC(=O)C1=NN(C(=O)c2ccc(C)cc2)C(O)(c2ccc(Cl)cc2)C1 (stereo unspecified)
3. CCOC(=O)c1c(C)oc2c1c(C(c1ccncc1)N1CCOCC1)c(O)c1ccccc12 (stereo unspecified)
4. Oc1c(C(c2ccccn2)N2CCC(Cc3ccccc3)CC2)cc(Cl)c2cccnc12 (stereo unspecified)
5. COc1ccc(C2c3c(oc4ccccc4c3=O)C(=O)N2Cc2ccncc2)cc1OC (stereo unspecified)
6. O=C(c1cccs1)n1nc(-c2ccco2)nc1SCc1ccccc1

Assay by compound	1	2	3	4	5	6
Scp1 inh	54*	-1	-2	-7	-7	-13
Rin1-Abl PPI inh	·	·	·	·	·	·

7. O=C(Oc1cccc2cccnc12)c1cccc(N2C(=O)C3C4CCC(C4)C3C2=O)c1 (stereo unspecified)
8. O=C(Nc1ccccc1)C1=C[C@H](c2ccc(C(F)(F)F)cc2)C[C@H](OCc2ccc(CO)cc2)O1
9. N#Cc1ccc(OCC(=O)n2cc(C(=O)c3cc(Cl)cc(Cl)c3O)cn2)cc1
10. C#CCOCCOCCOCCNc1nc(N2CCN(C(=O)C([C@@H](C)CC)n3cc(C(N)COC(=O)C(F)(F)F)nn3)CC2)nc(N2CCN(C(=O)[C@H](CCCCN)n3cc(C(N)[C@H](C)CC)nn3)CC2)n1 (stereo partly specified)
11. N#C/C(C(N)=O)=c1/ccc2c(c1)N1C3=C(CCCC3)CC3CCCCC31N=2 (stereo unspecified)
12. CS(=O)(=O)Nc1ccc(C(=O)Nc2ccc3c(c2)OCCO3)cc1

Assay by compound	7	8	9	10	11	12
Scp1 inh	9	-4	16	3	-14	-1
Rin1-Abl PPI inh	·	·	·	·	·	·

# Entries of single compounds as entered above. Order of screens: Scp1 inh	Rin1-Abl PPI inh
# Listed for O=C(Nc1ccccc1)C1=C[C@H](c2ccc(C(F)(F)F)cc2)C[C@H](OCc2ccc(CO)cc2)O1 : -4	·
# Listed for O=C(Oc1cccc2cccnc12)c1cccc(N2C(=O)C3C4CCC(C4)C3C2=O)c1 (stereo unspecified) : 9	·
# Listed for N#C/C(C(N)=O)=c1/ccc2c(c1)N1C3=C(CCCC3)CC3CCCCC31N=2 (stereo unspecified) : -14	·
# Listed for C#CCOCCOCCOCCNc1nc(N2CCN(C(=O)C([C@@H](C)CC)n3cc(C(N)COC(=O)C(F)(F)F)nn3)CC2)nc(N2CCN(C(=O)[C@H](CCCCN)n3cc(C(N)[C@H](C)CC)nn3)CC2)n1 (stereo partly specified) : 3	·
# Listed for CCOC(=O)c1c(C)oc2c1c(C(c1ccncc1)N1CCOCC1)c(O)c1ccccc12 (stereo unspecified) : -2	·

# New compounds follow:
13. CCNc1c2c3c(cccc3n(C)c1=O)C(=O)c1ccccc1-2
14. COC(=O)c1ccc(CSc2nc3ccc(Cl)cc3[nH]2)o1
15. COc1ccc2c(c1OC)C(=O)N1N=C(c3ccc(F)cc3)CC21 (stereo unspecified)
16. CCCCP(=O)(CCCC)c1ccccc1C(=O)O
17. O=C1NC(c2ccncc2)Nc2ccccc21 (stereo unspecified)
18. C[C@@]12C(=O)N(CCO)CC(=O)N1[C@H](/C=C/c1ccccc1)[C@@H]1C(=O)N(c3ccccc3)C(=O)[C@@H]12
19. Cc1nn(Cc2ccccc2)c2c1C(c1ccncc1)C(C#N)=C(N)O2 (stereo unspecified)

Assay by compound	13	14	15	16	17	18	19
Scp1 inh	-9	-10	-7	-6	-5	-8	-4
Rin1-Abl PPI inh	·	-2	0	-1	-2	2	-2
